# Assay outcomes: PubChem BioAssay, National Center for Advancing Translational Sciences (NCATS)
# TDP43 rescue = inhibitors of TDP-43 toxicity in yeast; AID 652104; Potency, µM (titrated, usually from 46.1 µM), for the others: at the top dose growth rescue (activation), actives largely listed as activators; hit rate 1.8% among 410,000; TDP-43 expressing yeast growth rescue, BacTiter-Glo, 24 h; further: potency means the concentration at half of the fitted maximal effect; % of control where 0% means no effect; nearly all actives have a fitted effect of over 50% in size
#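 Yeast expressing TDP-43 (pregrown in raffinose, seeded at OD600=0.02 in galactose medium) exposed to compounds 24 hr at 30 deg C. Growth read by BacTiter-Glo luminescence; rescue of toxicity appears as increased signal.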
# EPAC2 ag = agonists of human EPAC2 (RAPGEF4); AID 720711; EPAC2 activation, biochemical qHTS; response scale: 100% = 6.5 mM cAMP response; Potency, µM (doses to about 154 µM), for the others: top-dose activation, actives largely listed as activators; hit rate 0.079% among 360,000; Q8WZA2; further: potency means the concentration at half of the fitted maximal effect; nearly all actives have a fitted effect of over 50% in size
#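 Guanine nucleotide exchange by EPAC2 is measured as reduced fluorescence of BODIPY-GDP once it is released from 250 nM Rap1B. Plates are read kinetically for 30 min at room temperature; results are scaled to 6.5 mM cAMP.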
# DRD3 antagonist = blocks the human D3 dopamine receptor | D3R cells, DiscoveRx beta-arrestin luminescence, antagonist mode; hits give low values | hit rate 2.5% among 360,000 | max response, negative = inhibition, % | P35462; in the data active means max response below about -50%; inconclusive means no clear call, values can overlap the other calls; further: on the % scale 0 is the no-effect control and ±100 the full control effect; mostly tested at two doses, the higher about 12 µM
# Target sequence (P35462 whole entry, looked up): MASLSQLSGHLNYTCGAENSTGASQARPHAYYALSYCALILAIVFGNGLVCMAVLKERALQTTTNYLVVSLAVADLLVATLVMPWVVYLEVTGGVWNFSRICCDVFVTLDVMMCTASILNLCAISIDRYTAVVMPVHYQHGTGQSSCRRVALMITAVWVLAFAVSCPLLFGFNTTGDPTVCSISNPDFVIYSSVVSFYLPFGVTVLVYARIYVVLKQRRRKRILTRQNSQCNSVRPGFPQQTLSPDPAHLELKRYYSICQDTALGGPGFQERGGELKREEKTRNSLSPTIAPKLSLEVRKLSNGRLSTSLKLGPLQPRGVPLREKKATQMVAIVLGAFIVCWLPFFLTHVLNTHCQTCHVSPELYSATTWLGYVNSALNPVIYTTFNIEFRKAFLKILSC
#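 Cells plated overnight at 1500 cells/well, then exposed to library compounds with dopamine controls for 90 minutes at 37 degrees C. DiscoveRx reagent added for 30–60 minutes at room temperature; luminescence read, quantitative HTS format.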
# D3 ag = D3 dopamine receptor (human) agonism | P35462 | D3R DiscoveRx beta-arrestin cells, luminescence, 90 min | max activation, % | hit rate 0.58% among 410,000 | AID 652048; in the data active means max activation above about 30%; further: 0% is about no effect; mostly tested at two doses, the higher about 12 µM
#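 Agonist mode: compounds and dopamine controls were applied to plated cells for 90 min at 37 degrees C after an overnight attachment at 1500 cells/well. Luminescent read-out followed 30 - 60 minutes at room temperature with DiscoveRx detection reagent.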
# aSyn rescue = inhibitors of alpha-synuclein toxicity in yeast. Yeast expressing alpha-synuclein, growth rescue, BacTiter-Glo, 24 h. Potency, µM (titrated, usually from 46.1 µM), for inactives: at the highest dose growth rescue (activation), actives largely listed as activators. hit rate 0.14% among 370,000. AID 652106; further: potency means the concentration at half of the fitted maximal effect; % of control where 0% means no effect; nearly all actives have a fitted effect of over 65% in size
#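 Rescue of yeast growth: cells expressing toxic alpha-synuclein, induced in galactose at OD600 0.02, incubated with compound 24 h at 30 C. ATP luminescence quantified growth; inhibitors of toxicity appear as activators.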
# EPAC2 antag = blocks human EPAC2 exchange factor; Potency, µM (doses to about 114 µM), inactives show at the top dose activity, negative = inhibition, most hits filed as inhibitors; EPAC2 GEF exchange of Rap1B-BODIPY-GDP, fluorescence; hit rate 0.18% among 360,000; Q8WZA2; further: potency means the concentration at half of the fitted maximal effect; on the % scale 0 is the no-effect control and ±100 the full control effect; nearly all actives have a fitted effect of over 45% in size; many of its hits are not listed in these tables
# FUS suppressor = suppressors of FUS proteinopathy in yeast. S. cerevisiae FUS-expressing, growth rescue, OD600, 24 h. Potency, µM (doses to about 76.6 µM), for the others: at the highest dose growth rescue (activation), hits mostly activators. hit rate 0.24% among 390,000. AID 1347120;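 further: potency means the concentration at half of the fitted maximal effect; plate controls were DMSO vehicle for no effect and reference control for full effect; nearly all actives have a fitted effect of over 55% in size; some results filed as inactive show a strong effect at the top dose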
#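 S. cerevisiae expressing FUS from galactose induction served as the toxicity model. Growth after 24hr at 30C, read as absorbance at 600 nm, indicates suppression of toxicity; compounds dosed at several concentrations.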
# Abeta yeast res = compounds reversing amyloid beta toxicity in yeast; yeast expressing A-beta42, growth rescue, OD600, 48 h; response scale: 0% DMSO, 100% iron-clioquinol control; Potency, µM (titrated, usually from 46.1 µM), for the others: at the highest dose growth rescue, usual class: activators; hit rate 0.063% among 410,000; AID 1347071; further: potency means the concentration at half of the fitted maximal effect; nearly all actives have a fitted effect of over 55% in size
#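 Growth rescue measured by 600 nm absorbance after 48 h yeast culture at 30 C with compound. Values normalized between DMSO and an equimolar ferric chloride plus clioquinol control.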
# The depositor's hits bear a star; ? = inconclusive; . = no result given; & = joins results of further samples; [ ] = remark or other dose. Unless noted, the call rests on the fitted dose curve; in most records, active means well fitted curve in the direction sought with a large enough effect; inconclusive means small, poorly fitted or top-dose-only effect, or another doubt; inactive means no such curve, though single readings can be large; an effect the other way counts as inactive or inconclusive. These rows are one share of the data (hit frequency here may not be typical).
# Start of the listing, in advance:
SMILES,TDP43 rescue,EPAC2 ag,DRD3 antagonist,D3 ag,aSyn rescue,EPAC2 antag,FUS suppressor,Abeta yeast res
CCC(C(=O)Nc1ccccc1F)n1nc(C)c2c(C)n(-c3ccccc3)nc2c1=O (stereo unspecified),?,-1%,14,2,0%,-12%,45%,-13%
Cc1ccc(S(=O)(=O)c2ccc(Cl)cc2)cc1S(=O)(=O)N(C)CC(=O)O,-7%,-2%,1,3,0%,2%,1%,24%
COc1ccc(N2CCN(C3CCCN(Cc4cccc(OC)c4)C3)CC2)cc1 (stereo unspecified),-13%,3%,-4,-17,-6%,-2%,3%,5%
Oc1[nH]c2ccccc2c1N=Nc1c(F)c(F)c(C(F)(F)F)c(F)c1F,3%,-7%,9,4,1%,-6%,-22%,-13%
CCOc1cc2[nH]c(=O)n(CCc3ccc(OC)c(OC)c3)c(=O)c2cc1OCC,4%,-18%,19,-1,4%,-1%,15%,-11%

# All compounds of this part, repeating the preview:
SMILES,TDP43 rescue,EPAC2 ag,DRD3 antagonist,D3 ag,aSyn rescue,EPAC2 antag,FUS suppressor,Abeta yeast res
CCC(C(=O)Nc1ccccc1F)n1nc(C)c2c(C)n(-c3ccccc3)nc2c1=O (stereo unspecified),?,-1%,14,2,0%,-12%,45%,-13%
Cc1ccc(S(=O)(=O)c2ccc(Cl)cc2)cc1S(=O)(=O)N(C)CC(=O)O,-7%,-2%,1,3,0%,2%,1%,24%
COc1ccc(N2CCN(C3CCCN(Cc4cccc(OC)c4)C3)CC2)cc1 (stereo unspecified),-13%,3%,-4,-17,-6%,-2%,3%,5%
Oc1[nH]c2ccccc2c1N=Nc1c(F)c(F)c(C(F)(F)F)c(F)c1F,3%,-7%,9,4,1%,-6%,-22%,-13%
CCOc1cc2[nH]c(=O)n(CCc3ccc(OC)c(OC)c3)c(=O)c2cc1OCC,4%,-18%,19,-1,4%,-1%,15%,-11%
CCc1nc2cc(CC(=O)O)ccc2o1,14%,10%,18,4,0%,-5%,16%,7%
COCC(C)n1c(C)cc(C(=O)COC(=O)c2c(C)nn(-c3ccccc3)c2C)c1C (stereo unspecified),6%,2%,4,0,5%,-6%,28%,5%
Cc1onc(-c2ccccc2Cl)c1C(=O)NCCN1CCOCC1,-9%,7%,7,-12,1%,-5%,-2%,-5%
CC(C)(C)n1nnnc1C(c1ccncc1)N1CCN(C2CCCCC2)CC1 (stereo unspecified),-14%,1%,14,-4,1%,6%,12%,0%
Cc1ccc(Cl)cc1NC(=O)CN1C(=O)COc2ccc(S(=O)(=O)N3CCOCC3)cc21,-16%&6%,1%,-14,-5&1,-6%,-3%,21%&-2%,-2%&-22%
CC(Sc1nncn1C)C(=O)Nc1ccc(N2CCCCC2)cc1 (stereo unspecified),6%,0%,-10,0,2%,2%,-2%,9%
COc1ccc(CN2CCC(CO)(CCOc3ccccc3)CC2)cc1C,-1%,2%,2,-9,2%,3%,11%,3%
Cc1cc(C)c(NC(=O)CN(C)C(=O)CCN2C(=O)C3CCCCC3C2=O)c(C)c1 (stereo unspecified),6%,4%,-7,-4,-1%,0%,-21%,-8%
C=CCN1C(=O)/C(=C2/Sc3ccccc3N2CC)SC1=S,-5%,5%,-5,-1,-2%,16%,-29%,-5%
Cc1cccc(C)c1NC(=O)C1C(c2ccc3c(c2)OCO3)=Nc2ccccc2N1C(=O)c1cccc(C(F)(F)F)c1 (stereo unspecified),6%,0%,-21,-7,2%,-7%,30%,-12%
O=C(NCc1ccccc1)c1cc(C2CCCN(S(=O)(=O)c3ccccc3)C2)on1 (stereo unspecified),10%,15%,-12,-12,-4%,-3%,32%,0%
O=C(COc1ccc(Br)cc1F)NCC1(N2CCCCC2)CCCCC1,-5%,3%,-10,-17,2%,0%,10%,15%
O=C(Cc1ccccc1)c1ccccc1C(=O)N1CCCCC1,29%,-8%,19,1,5%,-12%,7%,6%
O=C(Cc1c(O)c2ccccc2[nH]c1=O)NCc1ccc(F)cc1,1%,1%,2,-3,-5%,-5%,-7%,-3%[9.22 µM]
COc1ccc(NC(C)c2ccccc2)cc1 (stereo unspecified),-25%[9.22 µM],0%,-6,-19,-5%,2%,11%,-1%
CCn1c(=N)c(C(=O)NC2CCCC2)cc2c(=O)n3cc(C)ccc3nc21,22%,.,.,9,.,.,-16%,-7%
CCc1ccc2c(c1)NC(=O)C2(C)Cc1ccc(Cl)s1 (stereo unspecified),?,13%,-5,-7,10%,?,17%,-13%
Cc1ccc(OCCCCCN2CCOCC2)c(Cl)c1,-18%,8%,?,-21,4%,-4%,12%,-8%
CC(=O)N(C)N1c2ccccc2CCc2ccccc21,-6%[1.82 µM],4%,17,23,0%,-25%,8%,6%
Cc1ccc(C(=O)N/C(=C\c2ccc(-c3ccc(Br)cc3)o2)C(=O)NC2CCS(=O)(=O)C2)cc1 (stereo unspecified),6%,0%,2,-4,-4%,9%,.,11%
COC(=O)c1cc(C#N)c(Oc2ccccc2)nc1C,?,3%,-12,-14,-22%,1%,.,-10%
O=C(COC(=O)CCSc1ccc(Cl)cc1)NCc1ccc(Cl)cc1,?,17%,15,3,10%,-8%,1%,12%
CC1=C(C(=O)N(C)C)CC(CC(=O)NCC2CCCCC2)C(=O)N1CCC1=CCCCC1 (stereo unspecified),0%,6%,5,-5,0%,5%,19%,4%
CNC(=O)C1(C)C=CCN1C(=O)c1ccccc1 (stereo unspecified),6%,14%,6,2,1%,-1%,-17%,6%
O=C(NC1CCSc2ccccc21)c1ccc(F)c(S(=O)(=O)N2CCOCC2)c1 (stereo unspecified),-6%,10%,3,-6,1%,-2%,.,4%
O=C(Nc1cccnc1)c1ccc2snnc2c1,3%,-3%,11,-1,-1%,-4%,-10%,-5%
CC(N)c1csc(Nc2nccc(C(F)(F)F)n2)n1 (stereo unspecified),0%,1%,30,3,2%,6%,-1%,3%
CC(Oc1ccc(Cl)cc1)C(=O)NCC1CCCO1 (stereo unspecified),-15%,-8%,1,-7,-2%,-22%,-4%,-21%
CCCOc1ccc(C2C(C(=O)c3ccc(C)o3)=C(O)C(=O)N2Cc2ccco2)cc1OCC (stereo unspecified),6%,-6%,-3,-7,3%,-17%,?,-5%
NC(COCc1ccccc1)c1csc(Nc2ncccn2)n1 (stereo unspecified),12%,10%,37,7,0%,11%,-18%,-14%
Cc1ccc(C(c2nnnn2CC2CCCO2)N2CCN(Cc3ccccc3)CC2)cc1 (stereo unspecified),-7%,13%,-11,-11,0%,1%,17%,11%
Cc1ccc(C(=O)N/C(=C\c2ccco2)C(=O)N2CCSCC2)cc1C,-2%[0.397 µM],1%,5,8,7%,-2%,-1%,-8%
Cc1cc(C)nc(NC(C)(C)C(=O)O)n1,-7%,9%,-1,-2,-7%,4%,-7%,-6%
O=c1cc(CN2CCOCC2)c2cc(Cl)ccc2o1,20%,4%,0,3,-1%,6%,-22%,-10%
N=C(N)SCCc1cnc[nH]1,7%,4%,-12,3,0%&-1%,4%,-39%,0%
CCOc1ccc(C(=O)c2cn(CC(=O)Nc3ccc(OC)cc3)c3cc4c(cc3c2=O)OCO4)cc1,15%,.,.,-4,.,.,-32%,2%
Cc1ccc(-c2nc3ccccc3o2)cc1NC(=S)NC(=O)c1cc2ccccc2o1,15%,-1%,?,0,-6%,6%,-5%,-7%
COc1cc(-c2cc(C(=O)Nc3cccc(C(C)=O)c3)c3ccccc3n2)cc(OC)c1OC,-3%,13%,53,19,-2%,-4%,16%,9%
COc1ccc(C2/C(=C(/O)c3ccc4c(c3)CC(C)O4)C(=O)C(=O)N2CCN2CCOCC2)cc1 (stereo unspecified),-3%,0%,?,-8,1%,-1%,22%,0%
CCc1cc(-c2n[nH]c(=S)n2-c2ccccc2C)cs1,-1%,-2%,10,-17,3%,-6%,16%,13%
CCC(C)CCCCCCCCCCC(=O)O (stereo unspecified),5%,-19%,0,13,-7%,?,-14%,-27%
COC(=O)C1=C(C)N(CC2CC2)C(=NCc2cccc(C(F)(F)F)c2)N[C@H]1c1ccccc1,15%,-3%,0,4,1%,-11%,23%,7%
COc1cc(OC)cc(-c2sc3ccc(OC)cc3c2-c2ccc3cc[nH]c3c2)c1,14%,11%,51,10,-1%,10%,13%,7%
COc1ccc(-c2nc(SC(CC(=O)NCc3ccccc3)c3ccc(OC)c(OC)c3)n[nH]2)cc1 (stereo unspecified),-8%,24%,-4,-1,-3%,-8%[57.1 µM],7%,-5%
C=CCn1c(SCC(=O)c2[nH]c(C)c(C(=O)OCC)c2C)nc2scc(-c3ccc(OC)c(OC)c3)c2c1=O,-15%,5%,-15,-4,-5%,0%,-1%,-23%

# More records:
SMILES,TDP43 rescue,EPAC2 ag,DRD3 antagonist,D3 ag,aSyn rescue,EPAC2 antag,FUS suppressor,Abeta yeast res
Cc1ncc(CSc2nnnn2-c2ccccc2)c(N)n1,-14%,3%,6,2,-4%,5%,-14%,-1%
Cc1ccc(S(=O)(=O)N(C)CC(=O)NNC(=O)CCC(=O)c2ccc(F)cc2)cc1,?,-2%,0,4,11%,5%,2%,2%
CCCCn1c(N)c(N(CCOC)C(=O)COC(=O)COc2ccc(CC)cc2)c(=O)[nH]c1=O,-14%,8%,-9,1,4%,0%,20%,1%
CC(=O)NCCc1ccc(C(=O)COC(=O)C2CCCCC2)cc1,19%,3%,8,3,1%,10%,.,-5%
Cc1ccc(C(=O)N/C(=C\c2ccccc2)C(=O)NCCCn2ccnc2)cc1,-10%,6%,7,-5,0%,9%,-17%,3%
CCOc1ccccc1N(CC(=O)NCCSc1ccccn1)S(=O)(=O)c1ccccc1,8%,8%,6,1,7%,-8%,5%,9%
COC(=O)CCCC1=CC2=C(c3ccccc3)C(=O)C(C)(OC(=O)C3CCCC3)C(=O)C2=CN1c1ccc(OC)cc1 (stereo unspecified),?,-2%,0,0,-17%,0%,34%,3%
COc1ccc(/C=C\C(=O)c2c(O)ccc3c(C)cc(=O)oc23)cc1OC,25%,-8%,0,-10,0%&2%,9%,17%,-4%
CCCc1nc(C)cc(N2CCN(c3ccccc3)CC2)n1,-24%,3%,23,3,-11%,-1%,25%,-5%
COc1ccccc1OCCn1c(-c2ccc(Cl)cc2)nc2ccccc2c1=O,12%,.,.,-10,.,.,-2%,-1%
